FBW7 activator – FBW7 E3 ligase activators, primary screen, biochemical, AlphaScreen, human; AlphaScreen FBW7–phospho-cyclin E peptide binding, activator screen; 0.13% of 650,000 active; normalized activity (activation), % at 26.1 µM; AID 1259310, 2017; in the data active = normalized activity above about 1.9%;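 note: purified mutant Fbw7 with reduced substrate affinity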
Target sequence (Q969H0 whole entry, looked up): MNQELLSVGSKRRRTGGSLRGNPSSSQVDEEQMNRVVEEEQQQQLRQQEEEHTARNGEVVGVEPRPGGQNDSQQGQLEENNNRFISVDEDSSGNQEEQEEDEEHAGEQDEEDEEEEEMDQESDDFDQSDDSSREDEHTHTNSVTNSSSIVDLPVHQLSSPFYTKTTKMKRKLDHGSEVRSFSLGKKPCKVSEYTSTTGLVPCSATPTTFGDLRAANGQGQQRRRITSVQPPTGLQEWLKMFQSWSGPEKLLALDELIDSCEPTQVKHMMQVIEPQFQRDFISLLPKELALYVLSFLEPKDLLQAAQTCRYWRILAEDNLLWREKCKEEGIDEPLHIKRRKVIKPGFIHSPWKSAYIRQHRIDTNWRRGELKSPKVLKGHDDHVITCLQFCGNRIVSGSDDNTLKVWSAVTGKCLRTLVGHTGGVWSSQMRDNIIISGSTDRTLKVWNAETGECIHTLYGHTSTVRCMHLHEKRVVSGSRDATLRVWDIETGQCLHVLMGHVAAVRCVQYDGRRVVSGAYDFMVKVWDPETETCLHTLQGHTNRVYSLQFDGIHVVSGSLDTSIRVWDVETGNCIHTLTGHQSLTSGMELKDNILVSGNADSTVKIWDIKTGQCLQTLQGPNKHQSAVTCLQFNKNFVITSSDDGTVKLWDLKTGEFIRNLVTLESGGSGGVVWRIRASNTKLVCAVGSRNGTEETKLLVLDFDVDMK
TEAD-YAP block – TEAD-YAP interaction inhibition, primary screen, TEAD-YAP interaction inhibitor project, luminescence, HEK-TIYL cells | TEAD-Gal4/YAP UAS-luciferase luminescence | 1.4% of 640,000 active | inhibition, % at 9.12 µM; in the data active = inhibition above about 32%;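 note: 0% = median of test compound wells and 100% = reference inhibitor wells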
GPR151 ag – activators of human GPR151, primary screen, cell-based, PathHunter beta-arrestin, luminescence; PathHunter beta-arrestin GPR151 cells; 1% of 650,000 active; G-protein coupled receptor 151 (Homo sapiens), Q8TDV0; activation, % at 11.2 µM; in the data active = activation above about 4.9%;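 note: 0% = median of compound wells and 100% = cells with positive control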
Target sequence (Q8TDV0 whole entry, looked up): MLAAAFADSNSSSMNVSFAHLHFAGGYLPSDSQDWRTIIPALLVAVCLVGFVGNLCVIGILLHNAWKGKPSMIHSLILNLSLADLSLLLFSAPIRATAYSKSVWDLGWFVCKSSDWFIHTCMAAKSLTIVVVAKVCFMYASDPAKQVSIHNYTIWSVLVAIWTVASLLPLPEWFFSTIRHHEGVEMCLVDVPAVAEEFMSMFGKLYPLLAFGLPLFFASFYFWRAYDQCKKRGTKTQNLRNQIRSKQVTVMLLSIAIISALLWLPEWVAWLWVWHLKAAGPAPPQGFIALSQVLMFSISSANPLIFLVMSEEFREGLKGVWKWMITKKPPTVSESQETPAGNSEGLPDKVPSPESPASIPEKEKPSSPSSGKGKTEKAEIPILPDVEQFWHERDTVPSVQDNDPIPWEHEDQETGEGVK
MITF inh – MITF inhibitors, primary screen, biochemical, AlphaScreen, human; AID 1259374, 2018; 0.91% of 650,000 active; AlphaScreen MITF homodimerization, bead proximity signal; inhibition, % at 2.6 µM; Microphthalmia-associated transcription factor (Homo sapiens), O75030; in the data active = inhibition above about 50%;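 note: 0% = vehicle wells with protein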
* hit, by the source's call; & = joins results of further samples.

SMILES	FBW7 activator	TEAD-YAP block	GPR151 ag	MITF inh
COc1ccc(-c2cc(C(F)(F)F)n3nc(C(=O)Nc4ccc([N+](=O)[O-])cc4Cl)c(Br)c3n2)cc1	-0.1	4	-0.8	-1
Cc1nnc(NC(=O)CSc2ccc3nnc(-c4cccnc4)n3n2)s1	1.7	16	-1.8	8
CC12C=C3N(CCN1C(=O)OC21CCCCC1)C(=O)OC31CCCCC1 (stereo not given)	0.1	0	1.0	-6
COc1ccc(C2=NN3C(C2)c2cc(Cl)ccc2OC3c2ccc(F)cc2)cc1OC (stereo not given)	0.0	-2	0.9	-2
O=C1Nc2ccc(S(=O)(=O)Nc3ccc(O)c(Br)c3)c3cccc1c23	0.0	4	0.3	18
CSc1ncccc1C(=O)OCC(=O)Nc1oc(C)c2c(C)n[nH]c(=O)c12	-0.1	1	-1.0	-1
COc1ccccc1CNCc1cccc([N+](=O)[O-])c1	-0.1	-6	0.2	26
CCCN1CCN(C(=O)Nc2ccc(C(=O)OCC)cc2)CC1	-0.1	-13	-0.3	-6
COc1ccc(NC(=O)/C=C2/c3ccccc3CC(C)(C)N2C)cc1OC	0.0	-3	-0.6	21
CC(Sc1nnnn1C)C(=O)NCC1CCCCC1 (stereo not given)	0.0	-2	0.7	1
O=C(NC1CCCC1)c1ccc(Cn2c(=S)[nH]c3ccc(Br)cc3c2=O)cc1	0.2	5	2.1	12
CCOc1ccc(/C=C2\N=C(c3ccc(F)cc3)OC2=O)cc1	0.0	4	0.7	-4
CC(C)CC(=O)N1CCC2(CC1)CC(=O)c1ccccc1O2	-0.3	10	0.2	4
CC(C)CC(c1nnnn1Cc1cccs1)N1CCC(C(N)=O)CC1 (stereo not given)	-0.1	-9	0.6	-4
Cc1ccc(N/C(=N/S(=O)(=O)c2cccs2)c2ccccc2)cc1F	0.2	40*	0.6	-7
CC1CCc2cc(F)cc3c(=O)c(C(=O)O)cn1c23 (stereo not given)	1.4&-0.1	4	2.2&-2.1	5&23
O=C(OCN1C(=O)c2ccccc2C1=O)c1ccc2ccccc2n1	0.1	-1	0.6	6
Cc1ccc(S(=O)(=O)N(C)c2cc(S(N)(=O)=O)c(C)cc2C)cc1	0.3	11	-1.8	3
COc1ccc(C(=O)NCc2cc(C(C)C)no2)cc1OC1CCN(C(C)C)CC1	0.0	1	-0.9	5
NC(=O)c1cc2cc(Br)ccc2oc1=Nc1ccccc1F	0.0	-20	-0.8	0
O=C(c1ccco1)N1CCN(c2ccc([N+](=O)[O-])c3ncccc23)CC1	-0.2	4	0.5	5
O=C(COC(=O)C1CC(O)CN1C(=O)Oc1ccccc1)c1ccc([N+](=O)[O-])cc1 (stereo not given)	-0.6	2	-1.0	-4
Cc1cccc2sc(NNC(=O)c3nc4ccccc4s3)nc12	0.0	6	0.7	1
CN1N=C(c2ccc(S(=O)(=O)N3CCCCC3)cc2)CSC1=NCc1ccccc1	-0.1	-6	-0.7	-8
CCc1nc2nc(C)cc(Nc3ccc(F)cc3)n2n1	-0.2	-7	0.4	-14

Reprinted from the part before: three compounds, then new ones.
SMILES	FBW7 activator	TEAD-YAP block	GPR151 ag	MITF inh
Cc1cccc2sc(NNC(=O)c3nc4ccccc4s3)nc12	0.0	6	0.7	1
CN1N=C(c2ccc(S(=O)(=O)N3CCCCC3)cc2)CSC1=NCc1ccccc1	-0.1	-6	-0.7	-8
CCc1nc2nc(C)cc(Nc3ccc(F)cc3)n2n1	-0.2	-7	0.4	-14
O=C(CSc1nc(-c2ccccc2)cc(=O)[nH]1)Nc1ccccc1-c1ccccc1	0.0	0	-0.8	20
O=[N+]([O-])c1cc(NC2OCC(O)C(O)C2O)cc(Oc2ccc(F)cc2)c1 (stereo not given)	0.1	-2	0.3	-250
CCCC(C)C(=O)Nc1ccc(F)c(F)c1 (stereo not given)	0.2	-2	-0.2	5
Cc1ccsc1CN1CCc2nnc(C(C)NC(=O)C3CCN(C)CC3)n2CC1 (stereo not given)	0.0	0	-0.5	-10
COc1ccc(/C=N/NC(=O)c2cc([N+](=O)[O-])cc([N+](=O)[O-])c2)c(C(=O)O)c1OC	0.0	7	-1.2	-2
CCOc1cc([N+](=O)[O-])cc(/C=C2/SC(=Nc3ccccc3)NC2=O)c1O	0.0	-16	1.2	11
COc1ccc(CN2C(=O)NC(=O)/C(=C/c3cnc(SC)nc3)C2=O)cc1	-0.3	2	3.0	2
CC(C)n1c(Br)nc2c1c(=O)n(C)c(=O)n2C	0.3	-1	0.1	13
CCC(=O)NC(c1ccc(OC)c(OC)c1)c1ccc2cccnc2c1O (stereo not given)	-1.5	87*	-0.9	59*
Cc1cc(C)cc(N2C(=O)N(c3ccccc3C)C3CS(=O)(=O)CC32)c1 (stereo not given)	-0.1	-1	0.5	2
CCOc1cc(/C=c2/sc3nc(-c4ccc(Cl)cc4)nn3c2=O)ccc1OC(C)=O	0.1	-12	-0.3	8
NC(=O)CSc1nnc2ccc(-c3cccs3)nn12	-0.2	3	0.2	2
O=C(CCCO)N/N=C/c1cccc(Br)c1	-0.2	2	1.3	-2
CCCCN1C[C@H](O)[C@@H](O)[C@H](O)[C@H]1CO	0.0	0	1.0	0
COCCNC(=S)NCc1ccc2[nH]c(C)cc2c1	-0.1	1	0.1	6
COc1cc(C(=O)Nc2ccc(Cl)c(-c3nc4ccccc4o3)c2)cc(OC)c1OC	0.0	1	-0.7	-8
O=C(O)c1ccc(N/C=C/C(=O)c2ccccc2)cc1	0.1	3	-7.5	-8
CC1CCN(C(=O)C2CCN(S(=O)(=O)c3ccc(F)cc3)CC2)CC1	0.5	6	-0.5	6
C=C(C)Cn1c(CCNC(=O)Cc2ccccc2)nc2ccccc21	0.2	-5	-1.2	6
CN(CCCNS(=O)(=O)c1ccc2c(c1)CCN2C(=O)C1CCC1)Cc1ccccc1	-0.1	-5	0.0	-13
COc1ccc(CCNc2ncnc3c2c(-c2ccccc2)cn3-c2ccc(Cl)cc2)cc1OC	0.0	-1	1.6	3
C[C@H]1C(=O)N2CCN(C(=O)c3ccccc3)C[C@@H]2C(=O)N1C	0.2	-3	-0.6	0
O=C(Nc1ccc2oc(-c3ccc(Cl)c(Cl)c3)nc2c1)c1cccc(F)c1	-0.1	-17	0.4	0
COc1cc(OC)cc(C(=O)N2CCN(c3ccc(-c4ccncc4)nn3)CC2)c1	-0.4	-1	-1.3	-5
O=C(Oc1ccccc1Cl)c1ccc(NCCc2ccc(Cl)cc2)c(S(=O)(=O)Nc2cccc(C(F)(F)F)c2)c1	-0.1	-4	-0.9	17
(listing goes on)
SMILES	FBW7 activator	TEAD-YAP block	GPR151 ag	MITF inh
CCOC(=O)c1cnc(-c2ccc([N+](=O)[O-])cc2)nc1Cl	0.0	10	-0.3	-3
CCc1ccccc1NC(=O)CSc1nc2nc(C)c(Cc3ccccc3C)c(C)n2n1	0.1	17	-0.6	-5
CCCOc1ccccc1C1C(C(=O)OCC(C)C)=C(C)NC2=C1C(=O)CC(c1ccc(Cl)cc1)C2 (stereo not given)	-0.1	-1	-0.3	10
CCCCN(CCCC)S(=O)(=O)c1ccc(C(=O)Nc2nc3ccc(NC(C)=O)cc3s2)cc1	0.4	-18	0.1	6
N#Cc1c(-c2ccccc2)cc(-c2ccccc2)nc1SCC(=O)Nc1cc(C(F)(F)F)cc(C(F)(F)F)c1	-0.1	3	0.1	-4
N=C1S/C(=C/c2ccc(-c3cc(Cl)c(Cl)cc3Cl)o2)C(=O)N1c1nonc1N	0.2	-4	-0.2	10
CN(C)S(=O)(=O)N1CCC(Oc2cccc(C(=O)N3CCCCCC3)c2)CC1	-0.1	3	-1.3	-2
COc1cc(C2CC3CC2C(C)C3(C)C)ccc1O (stereo not given)	0.0	-9	2.1	-3
CCNc1nc(C(=O)NCCc2ccc(O)cc2)cs1	-0.2	0	-1.0	-2
COc1cccc(S(=O)(=O)N2CCC(c3nc(-c4ccccc4)no3)CC2)c1	0.1	2	0.4	2
CC1(C)Cc2ccccc2C(/C(C#N)=N/O)=N1	-0.2	-7	0.3	-2
O=C(CSc1ccc2nnc(-c3ccccc3)n2n1)c1ccc(Cl)cc1	-0.1	5	-0.4	-12
CCCN(CCC)C(=O)c1ccccc1[N+](=O)[O-]	0.1	-6	0.5	6
Cc1cc(C)cc(C(=O)N2CCC3(CC2)CC(=O)c2ccccc2O3)c1	0.2	15	1.2	4
CCc1ccc(S(=O)(=O)N2CCN(C(=O)Nc3ccccc3)CC2)cc1	-0.1	6	0.0	0
Cc1cc(C)nc(NS(=O)(=O)c2ccc(N/C=C\C(=O)c3ccc(Cl)cc3)cc2)n1	0.1	-2	4.1	34
O=C1CCC(CCNCc2cccc(C(F)(F)F)c2)N1CCCN1CCOCC1 (stereo not given)	-0.1	3	-0.8	1
COc1ccccc1NC(=O)CSc1nc2cccnc2n1C	-0.1	-1	0.5	-1
COC(=O)c1sc(N)c(C(=O)OC)c1CN1NS(=O)(=O)c2ccccc2C1=O	0.2	11	0.0	10
CN1C(=O)c2ccc(NC(=O)c3ccc(-c4ccc(Cl)cc4)o3)cc2C1=O	-0.1	1	0.6	-9
Cc1ccc(/C(O)=C2/C(=O)C(=O)N(CCCC(=O)O)C2c2ccc([N+](=O)[O-])cc2)cc1 (stereo not given)	-0.2	4	0.3	-11
CC(/C=C1\N=C(c2ccccc2Br)OC1=O)=C\c1ccccc1	0.4	4	-0.2	15
C/C(=C/C(=O)NNC(=O)c1ccc(Br)cc1)C(=O)O	-0.1	-25	2.2	-1
O=C(NCc1cccs1)N1CCC(c2nc3ccccc3[nH]2)CC1	0.8	1	-1.1	9
O=C(CN1C(=O)c2ccc([N+](=O)[O-])cc2C1=O)Nc1ccc2ccccc2c1	0.1	-1	-0.2	12

Quoted from above, five compounds:
SMILES	FBW7 activator	TEAD-YAP block	GPR151 ag	MITF inh
CCOC(=O)c1cnc(-c2ccc([N+](=O)[O-])cc2)nc1Cl	0.0	10	-0.3	-3
CCc1ccccc1NC(=O)CSc1nc2nc(C)c(Cc3ccccc3C)c(C)n2n1	0.1	17	-0.6	-5
CCCOc1ccccc1C1C(C(=O)OCC(C)C)=C(C)NC2=C1C(=O)CC(c1ccc(Cl)cc1)C2 (stereo not given)	-0.1	-1	-0.3	10
CCCCN(CCCC)S(=O)(=O)c1ccc(C(=O)Nc2nc3ccc(NC(C)=O)cc3s2)cc1	0.4	-18	0.1	6
N#Cc1c(-c2ccccc2)cc(-c2ccccc2)nc1SCC(=O)Nc1cc(C(F)(F)F)cc(C(F)(F)F)c1	-0.1	3	0.1	-4

As entered above.
Entry for `Cc1ccc(/C(O)=C2/C(=O)C(=O)N(CCCC(=O)O)C2c2ccc([N+](=O)[O-])cc2)cc1` (stereo not given) in TEAD-YAP block: 4
Entry for `COc1ccccc1NC(=O)CSc1nc2cccnc2n1C` in FBW7 activator: -0.1

Continuation.
SMILES	FBW7 activator	TEAD-YAP block	GPR151 ag	MITF inh
COc1ccc(/C=C(/C#N)c2nc(-c3ccc(C)cc3)cs2)cc1	-0.1	1	-0.2	-1
COc1ccc(Cl)cc1NC(=O)c1sc2ncn(CC(=O)Nc3cccc(C(F)(F)F)c3)c(=O)c2c1C	-0.4	1	0.8	15
COC(=O)CNC(=O)C(Cc1ccccc1)NC(=O)OC(C)(C)C (stereo not given)	0.7	-4	0.7	16
CCOc1cc([N+](=O)[O-])cc2cc(-c3nc4ccccc4[nH]3)c(=O)oc12	0.2	-8	-1.8	-2
O=[N+]([O-])c1sc2ccccc2c1N1CCCCC1	-0.3	5	-0.1	9
COCCN(Cc1cc2ccc(C)cc2n2nnnc12)C(=O)c1ccco1	0.0	-3	0.7	12
CSc1ccc2cc(CN[C@H](CO)Cc3cnc[nH]3)c(OCC(C)C)nc2c1	-0.2	0	1.0	3
Cc1ccc([N+](=O)[O-])cc1NC(=O)c1cc(=O)c2ccccc2o1	0.0	0	0.8	7
Cc1ccc(NC(=O)CCC(=O)NCCc2ccccc2)cc1C	0.4	14	0.8	11
CCOC(=O)c1ccc(CN2C(=O)CSC2=O)cc1	0.2	3	2.1	0
COC(=O)c1sc(NC(=O)c2ccc(OC)c(OC)c2)nc1C	-0.1	-26	0.4	-10
Cn1cc(Br)c(C(=O)O)n1	0.0	0	1.0	-2
C=C(C)CSc1nc2sc3c(c2c(=O)n1C1CCCCC1)CCCC3	0.2	1	-1.3	1
CC(C)c1ccc(C#N)c(SC2CC(=O)N(c3ccc(Br)cc3)C2=O)n1 (stereo not given)	0.1	11	2.3	2
CC(=O)Nc1cccc(Oc2ccc(C(c3ccc(Oc4cccc(NC(C)=O)c4)cc3)(C(F)(F)F)C(F)(F)F)cc2)c1	-0.1	7	0.6	-4
COc1cc(N2CCN(S(=O)(=O)c3cccc(C)c3)CC2)nc(OC)n1	-0.1	3	1.1	-11
Cc1cc(NC(=O)c2nn3c(c2Cl)NC(c2ccc(Br)cc2)CC3C(F)(F)F)no1 (stereo not given)	-0.1	0	-1.3	-4
COc1ccc(CN2C[C@@H]3C[C@@H](c4cc(OC)ccc4F)N4CCC[C@@]34C2=O)cc1	0.0	2	0.3	16
CCN1CCN(C(=O)C2CCC(CNc3c(N4CCC(C)CC4)c(=O)c3=O)CC2)CC1 (stereo not given)	-0.1	-3	-0.7	0
NC(=O)NCC(=O)NC(Cc1cnc[nH]1)C(=O)O (stereo not given)	0.4	-3	0.3	19
O=S(=O)(c1ccc(-c2csc(Nc3ccccc3)n2)cc1)N1CCOCC1	0.0	-4	1.6	9
N#CCc1ccc(OC(=O)c2cccnc2C(F)(F)F)cc1	0.0	3	0.6	-2
Cn1cccc1/C=C(/C#N)c1cccc(Cl)c1	-0.8	3	-0.3	15
CCC(=O)NCC(=O)OCC(=O)c1ccccc1	0.0	1	-0.7	-1
Cc1ccc(NC(=O)CN2C(=O)N/C(=C/c3ccc(Cl)s3)C2=O)cc1	0.2	1	0.4	11
